# Bioassay records as filed in PubChem.
# ERK EGF inh = blocks ERK signaling stimulated by EGF. 0.41% of 130,000 active. HEK293-V1b, EGF-stimulated phospho-ERK AlphaScreen. Potency, µM (series often up to 11.5 µM), for the others: at the highest dose activity change, negative = inhibition, actives largely listed as inhibitors; active means well fitted inhibition curve with a large enough effect; inconclusive means small, poorly fitted or top-dose-only effect, or effect the other way;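 further: plate controls were stimulated vehicle wells for no effect and unstimulated vehicle basal for full effect; nearly all actives have a fitted effect of over 55% in size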
#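 Stably V1b-transfected HEK293 cells; 30 min compound, then EGF 25 nM final for 5 min at 37C; 10 min lysis; phospho-ERK by AlphaScreen after 5 hr beads at room temperature.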
# Active calls of the source: *; ? = inconclusive; & = joins results of further samples; [ ] = remark or other dose. Potency means the concentration at half of the fitted maximal effect. These rows are one share of the data, so the mix of outcomes need not match the whole.
SMILES,ERK EGF inh
CC(=O)OCC(=O)N1CCN(c2ccc([N+](=O)[O-])cc2)CC1,8%
c1ccc(SCc2nc(-c3ccncc3)n[nH]2)nc1,-5%
Clc1ccc(-n2ncc3c(N4CCCC4)ncnc32)cc1,2%
COCCNC(=O)c1cc(-c2ccncc2)nc2ccc(S(=O)(=O)N3CCOCC3)cc12,-4%
O=C(COC(=O)Cc1c(Cl)cccc1Cl)Nc1ccccc1-c1ccccc1,18%
COc1cccc(NC(=S)N2CCn3cccc3C2c2cccnc2)c1 (stereo not drawn),5%
O=C(NC(NC(=S)N1CCOCC1)C(Cl)(Cl)Cl)c1cccc2ccccc12 (stereo not drawn),3%
Cc1[nH]c2ccccc2c1C(=O)CCl,-7%
COC(=O)CSc1ncnc2scc(-c3ccccc3)c12,-9%[57.5 µM]
O=c1c2c(n3cnnc3n1C1CCCCC1)-c1ccccc1CC21CCCCC1,2%
CN(C)c1ccc(/C=c2/sc3n(c2=O)NC2(c4ccccc4)N(C)C(=O)N(C)C2(c2ccccc2)N=3)cc1 (stereo not drawn),5%
CCCC1c2ccc(C)n2CCN1C(=O)Nc1ccccc1Cl (stereo not drawn),4%
O=C(O)CCNC1C=CS(=O)(=O)C1 (stereo not drawn),8%
COC(=O)CCCC1=CC2=C(c3ccccc3)C(=O)C(C)(OC(=O)C3CCCC3)C(=O)C2=CN1Cc1ccco1 (stereo not drawn),-5%[57.5 µM]
O=C(NCCc1cccc(Cl)c1)c1cc([N+](=O)[O-])ccc1Cl,11%
CCOC(=O)C1(Cc2ccccc2)CCCN(Cc2cnn(CC)c2)C1 (stereo not drawn),10%
COc1ccccc1NCc1ccc([N+](=O)[O-])s1,-5%
N#Cc1c(N)nc2c(c1N)CC(CCl)O2 (stereo not drawn),6%
Cc1csc(NC(=O)CSc2ncc(-c3ccccc3)[nH]2)n1,-2%
CC(C)(C)C(=O)COC(=O)C1CC(=O)N(c2ccccc2)C1 (stereo not drawn),-8%
CCCCC(=O)Nc1cc([N+](=O)[O-])ccc1Cl,-4%
COc1cc(OC)cc(C(=O)N[C@H](C(=O)OCC(=O)Nc2ccc(C)cc2C)C(C)C)c1,-4%
COc1ccc(S(=O)(=O)NCC2CCCN(C(=O)c3ccccc3)C2)cc1 (stereo not drawn),-6%
CN(C)c1ccc(/C=N/NC(=O)c2ccn(C)n2)cc1,8%[57.5 µM]
CCOC(=O)C1(C(=O)OCC)C(c2ccccc2)CC(O)N1C(C)=O (stereo not drawn),1%

# Continuation:
SMILES,ERK EGF inh
C=CCn1c(CC(C)(C)C)nc2ccccc21,0%
CC(C)c1cccc(C(C)C)c1NC(=O)COC(=O)c1ccc(OCC(=O)Nc2cccc(C(F)(F)F)c2)cc1,0%
COC(=O)c1ccc(C(NC(=O)OCc2ccccc2)/C(=C/[C@@H](C)C(=O)NCc2nc3ccccc3n2C)c2cccnc2)cc1 (stereo partly drawn),2%
COC(=O)c1cccc(NC(=O)C(C)(C)C)c1,13%[57.5 µM]
COc1cc(C(=O)Nc2ccc(C#N)cc2)c([N+](=O)[O-])cc1OC,2%[57.5 µM]
CN(CCC#N)S(=O)(=O)c1ccc2[nH]cc(C(=O)NCCc3ccccc3)c(=O)c2c1,-9%
COc1ccc(/C(C)=N/Nc2nc3ccccc3n3cnnc23)cc1OC,14%[57.5 µM]
COc1cc(CNn2cn[nH]c2=S)cc(Br)c1OCc1ccccc1F,0%
CSC1=C(C#N)C(c2sccc2C)CC(=O)N1 (stereo not drawn),4%
Cc1ccc(OCC(=O)O/N=C(\N)Cc2ccc([N+](=O)[O-])cc2)cc1C,4%[57.5 µM]
CS(=O)(=O)c1ccc(C(=O)NCc2ccccc2F)cc1,1%
CC(/C=C/C=C/c1ccccc1)=N/NC(=O)CNc1ccccc1C,-6%
N/C(Cc1nc(-c2ccc(Br)cc2)cs1)=N\O,5%[57.5 µM]
COc1ccc(-c2oc3c(OC)c(OC)c(OC)c(O)c3c(=O)c2OC)cc1OC,-4%[57.5 µM]
CCN(Cc1nc(-c2ccc(Cl)cc2)no1)CC1CCCO1 (stereo not drawn),-18%
CC1=C(C(=O)OCc2ccccc2)C(c2ccc(C#N)cc2)NC(=O)N1CCCC(=O)O (stereo not drawn),-3%
CC(NC(=O)/C(=C\c1cccc([N+](=O)[O-])c1)NC(=O)c1ccco1)C(=O)O (stereo not drawn),-9%[57.5 µM]
COc1ccc(C(C)(C)C)cc1NC(=O)COC(=O)C(C)C,0%
O=S(=O)(c1ccc(Cl)cc1)N1CCCC(C(F)(F)F)C1 (stereo not drawn),2%
O=C(CCCc1nc2ccccc2s1)Nc1ccc(N2CCOCC2)cc1,-4%
COC(=O)c1cc(NC(=O)Cc2cc(OC)c(OC)c(OC)c2)cc(C(=O)OC)c1,2%
C/C(CC(=O)NC(C)(C)C)=N\NC(=O)c1ccco1,-4%
Cc1ccc(-c2nnc(-c3ccccc3)o2)cc1,17%
CC(Cc1ccccc1)C(=O)NCCc1c[nH]c2ccccc12 (stereo not drawn),0%
O=C(CSc1cn(Cc2cccc(F)c2)c2ccccc12)NCc1ccc(F)cc1,?

# More entries follow.
SMILES,ERK EGF inh
COc1cc(/C=N/NC(=O)c2ccc(CSc3nc4ccccc4[nH]3)cc2)ccc1O,?
C/C(=N\NC(=O)c1ccc(=O)[nH]n1)c1cccnc1,-3%
CCCCNS(=O)(=O)c1ccc2nc(SCC(N)=O)[nH]c2c1,-17%[57.5 µM]
O=[N+]([O-])c1cccc(/C=N/n2cnnc2)c1O,11%
N=c1sccn1CC(=O)NC(c1ccccc1)c1ccccc1,5%
CC(=O)N1C2(C=CC1(C)C(=O)NCc1cc(F)cc(C(F)(F)F)c1)CCCCC2 (stereo not drawn),2%
CN(C)c1ccc(C(=O)NNC(=O)Nc2ccccc2)cc1,2%
CCc1ccc(CCC(=O)Nc2ccc(C(C)=O)cc2)o1,2%
CC(=O)Nc1ccc(NC(=O)COC(=O)c2ccco2)cc1,-7%
Cc1nc2ccccc2c(=O)n1CCCN1CCOCC1,-1%[57.5 µM]
CCCCCCN(C(=O)CCCCCN1C(=O)NC(c2ccc(-c3ccccc3)cc2)C(C(=O)OCc2ccccc2)=C1C)C(C)C(=O)NCCCC (stereo not drawn),-2%&-2%
C#CCNC(=O)C1=C[C@H](c2ccc3c(c2)OCO3)[C@@H](CCCO)[C@H](OCC)O1,-4%[57.5 µM]
O=C(Nc1ccc(Cl)cn1)c1cc2c(s1)-c1ccccc1OC2,?
O=C(CCSCCc1ccccn1)Nc1c(F)cc(F)cc1Br,17%
O=C(C[n+]1ccn(CCCNP2(=O)C=C(c3ccccc3)OC(c3ccccc3)=C2)c1)c1cccs1,-9%
COc1ccc(N=C(C)C2=C(O)c3ccccc3C2=O)cc1,3%
O=[N+]([O-])c1ccccc1S(=O)(=O)NCc1ccco1,-1%
O=C(CSC1CS(=O)(=O)c2cc([N+](=O)[O-])ccc21)NNC(=O)c1ccccc1 (stereo not drawn),4%[57.5 µM]
Cc1nc(SCC(N)=O)c([N+](=O)[O-])[nH]1,5%
COC(=O)c1ccc(CNC(=O)COC(=O)COc2ccc(OC)cc2)cc1,-3%
C=CCn1c(N2CCCCCC2)nc2c1c(=O)n(C)c(=O)n2C,-11%[57.5 µM]
O=C(OCC(O)COC(=O)c1cccnc1)c1cccnc1,-6%[57.5 µM]
COc1ccc(OC)c(NC(=O)CSc2nnc3ccc(-c4ccncc4)nn23)c1,-1%
CN(C)CCC(c1ccccc1)c1ccccn1 (stereo not drawn),4%
CC(=O)OCC1=C(C(=O)O)N2C(=O)C(NC(=O)c3ccc(COc4ccc(Cl)cc4)o3)C2SC1 (stereo not drawn),-4%

# Next results follow.
SMILES,ERK EGF inh
CCOc1cccc(N(C(=O)Cc2cccs2)C(C(=O)NC2CCCCC2)c2cccn2C)c1 (stereo not drawn),6%
CCOC(=O)c1cc(/C(C)=N/OC(=O)c2ccc(Cl)cc2)on1,5%[57.5 µM]
O=C(Nc1cccc(F)c1)N1CC[C@@]2(CCCN(C(=O)c3csnn3)C2)C1,-8%
Cc1ccc(N2C(=O)[C@@H]3[C@H](C2=O)[C@H]2C=CC=NN2[C@@H]3C(=O)Nc2ccccc2)cc1,-1%[57.5 µM]
OC(CNCC1CCCO1)COc1ccc(OCC(O)CNCC2CCCO2)cc1 (stereo not drawn),14%
O=C(Cc1ccc(F)cc1)Nc1nnc(SCC(=O)N2CCCCC2)s1,19%
CCOC(=O)C1(Cc2cccc(OC)c2)CCN(Cc2ccc(OC)c(OC)c2)CC1,-7%
COc1ccc(S(=O)(=O)NN(C)C)cc1N(C)S(=O)(=O)c1ccc(Cl)cc1,-3%
O=C(O)c1cccc(NS(=O)(=O)c2ccc3c(c2)C(=O)c2ccccc2C3=O)c1,-14%[57.5 µM]
S=C(NCCc1ccccc1)N/N=C/C1CCCCC1,-5%
CCOc1cc(S(=O)(=O)NCc2ccccn2)ccc1Cl,1%
CCNc1nc(NC(C)C)nc(OCCOC(=O)c2ccccc2)n1,7%
CC12CCC(C(=O)Nc3c(Cl)cccc3Cl)(C(Br)C1=O)C2(C)C (stereo not drawn),18%
CCOC(=O)c1ccccc1NC(=O)C1CC(=O)N(c2ccccc2)C1 (stereo not drawn),5%
Cc1cccc(NC(=O)COn2nnc3ccc(S(C)(=O)=O)cc32)c1,-4%
CC(C)(C)CC(=O)Nc1cccc(-c2cn3cccnc3n2)c1,-7%
CN(C)c1ccc(-c2nc(NC3CCNCC3)c3ccccc3n2)cc1,30%
CC(Nc1nc(N2CCN(S(C)(=O)=O)CC2)nc2ccccc12)c1ccccc1 (stereo not drawn),10%
O=C(Nc1ccc(F)cc1)N1CCN(CCc2ccccc2)CC1,0%
COCCOC(=O)c1c(C)oc2ccc(OS(C)(=O)=O)cc12,0%
O=C1CCC/C(=N\NC(=O)NC2CCCCC2)C1,-8%
Cn1c(=O)cc(SCC(=O)NCc2ccc(F)cc2)c2ccccc21,-5%
O=C(N/N=C/C=C\c1ccccc1[N+](=O)[O-])c1ccccn1,4%
COC(=O)[C@H]1C[C@@H]1[C@H](NC(=O)c1ccccc1)c1ccccc1,2%&2%
CCn1cc(C(=O)O)c(=O)c2cnc(N3CCN(C(=S)Nc4ccc(F)cc4)CC3)nc21,-8%[57.5 µM]

# Given with bars between the fields: entries from further up.
molecule | ERK EGF inh
CN(C)c1ccc(/C=c2/sc3n(c2=O)NC2(c4ccccc4)N(C)C(=O)N(C)C2(c2ccccc2)N=3)cc1 (stereo not drawn) | 5%
CCCC1c2ccc(C)n2CCN1C(=O)Nc1ccccc1Cl (stereo not drawn) | 4%
O=C(O)CCNC1C=CS(=O)(=O)C1 (stereo not drawn) | 8%
COC(=O)CCCC1=CC2=C(c3ccccc3)C(=O)C(C)(OC(=O)C3CCCC3)C(=O)C2=CN1Cc1ccco1 (stereo not drawn) | -5%[57.5 µM]

# The listing continues:
SMILES,ERK EGF inh
Cc1cnc(C(=O)N2CCCC(C(=O)c3cccc(OC(C)C)c3)C2)cn1 (stereo not drawn),3%
COc1ccc(N2CCN(C(c3ccccc3)c3sc4nc(C)nn4c3O)CC2)cc1 (stereo not drawn),-7%[57.5 µM]
COc1ccc(Oc2ncc3ncc(=O)n(CCC#N)c3n2)cc1,3%
CCCOC(=O)C1=C(C)NC(=O)NC1c1ccc(Br)s1 (stereo not drawn),1%
Cn1ncc2c(O/N=C(\N)c3ccc(C(C)(C)C)cc3)ncnc21,5%[57.5 µM]
C=CCOC(=O)C1=C[C@@H](c2ccc3c(c2)OCO3)C[C@@H](OCc2ccc(CO)cc2)O1,7%[57.5 µM]
Cc1cc(C(=O)COC(=O)C2=NNC(=O)CC2)c(C)n1CCc1ccccc1,-1%
COc1ccc(CNCCNC(=O)c2cccs2)cc1OC,7%
Cc1cccc(OC(C)C(=O)N/N=C\c2ccncc2)c1 (stereo not drawn),8%
CN(C)S(=O)(=O)c1cccc(C(=O)NCC2(N3CCOCC3)CCCCC2)c1,15%[57.5 µM]
CN(Cc1ccccc1)c1ccc(S(=O)(=O)N2CCC(C(=O)O)CC2)cc1[N+](=O)[O-],-3%
CN(C[C@H](Cc1ccccc1)N(C[C@H](Cc1ccccc1)N(CCC(C)(C)C)N=O)N=O)N=O,-2%[57.5 µM]
Cc1ccc(C(=O)Nc2nc3ccc(S(C)(=O)=O)cc3s2)o1,6%
O=Cc1ccccc1-n1cccn1,-2%
NC(=O)c1ccc(NC(=O)CCC(=O)N2CCN(S(=O)(=O)c3ccc(Cl)cc3)CC2)cc1,20%[57.5 µM]
CCOP(=O)(OCC)c1nc(-c2ccc(Cl)cc2Cl)oc1N1CCCCC1,3%
COC(=O)c1ccc(/C=C/C(=O)O)cc1,18%[57.5 µM]
CN1C(=O)NC(NS(=O)(=O)c2ccc(N)cc2)(C(F)(F)F)C1=O (stereo not drawn),21%
CC(C)(C)CC(C)(C)NC(=S)NC1CCN(Cc2ccccc2)CC1,?

# Some of the entries above in a different format:
Cc1csc(NC(=O)CSc2ncc(-c3ccccc3)[nH]2)n1
  ERK EGF inh: -2%

CC(C)(C)C(=O)COC(=O)C1CC(=O)N(c2ccccc2)C1 (stereo not drawn)
  ERK EGF inh: -8%

CCCCC(=O)Nc1cc([N+](=O)[O-])ccc1Cl
  ERK EGF inh: -4%

COc1cc(OC)cc(C(=O)N[C@H](C(=O)OCC(=O)Nc2ccc(C)cc2C)C(C)C)c1
  ERK EGF inh: -4%
